# BB579 growth dn – yeast BB579 growth reduction in restrictive medium. S. cerevisiae BB579 growth, OD615, 48 h. inhibition, % at 10 µM. actives 0.51% (n = 140,000);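 active = inhibition above a set limit, 3 SD over the mean compound inhibition, cut at about 44% in these data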; note: inactives centre near -24
#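 System: Saccharomyces cerevisiae DeaD strain BB579, replicative lifespan model yeast | Buffer or medium: Restrictive glucose-based CSMM-D medium | Times: 4 h preincubation and 48 h exposure at 30 °C | Detection: OD615 turbidity measurement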
# E-sel TNF inh – TNF alpha driven E-selectin expression inhibition. HUVEC TNFa-induced E-selectin immunofluorescence, high content. inhibition, % at 2 µM. actives 0.71% (n = 120,000). AID 1246;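 active = inhibition above the batch mean plus 3 SD, and confirmed as a hit on visual image review, cut at about 43% in these data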;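 note: 0% = TNF-stimulated DMSO wells and 100% = unstimulated control wells; not every result past the cut was called active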
# Measles CPE – protection of cells from measles virus; Measles virus-infected cells, CPE protection, absorbance; protection (pct of control), % at 4 µM; actives 1.5% (n = 140,000); in the data active = protection mostly above about 24%, no sharp cut-off; inactive = mostly below about 26%; note: some compounds called inactive have numbers as strong as hits
# PTEN del growth – suppresses growth of cells with PTEN deletion; HCT116 PTEN-null viability, CellTiter-Glo, 60 h; active compounds read low; viability, % at 10 µM; actives 1.2% (n = 140,000);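 active = viability at or below a set limit, 4 SD under the median of all tested compounds, cut at about 3.7% in these data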;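 note: PTEN knockout HCT116 line with beta catenin targeted HCT116 as companion control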
# NPY Y2 blocker – NPY-Y2 (human) receptor antagonism. P49146. NPY-Y2 expressing cells, antagonist mode. inhibition, % at 2.7 µM. actives 0.99% (n = 140,000). AID 793; in the data active = inhibition above about 17%;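 note: 0% = vehicle with agonist challenge and 100% = reference antagonist with challenge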
# Target sequence (P49146 whole entry, looked up): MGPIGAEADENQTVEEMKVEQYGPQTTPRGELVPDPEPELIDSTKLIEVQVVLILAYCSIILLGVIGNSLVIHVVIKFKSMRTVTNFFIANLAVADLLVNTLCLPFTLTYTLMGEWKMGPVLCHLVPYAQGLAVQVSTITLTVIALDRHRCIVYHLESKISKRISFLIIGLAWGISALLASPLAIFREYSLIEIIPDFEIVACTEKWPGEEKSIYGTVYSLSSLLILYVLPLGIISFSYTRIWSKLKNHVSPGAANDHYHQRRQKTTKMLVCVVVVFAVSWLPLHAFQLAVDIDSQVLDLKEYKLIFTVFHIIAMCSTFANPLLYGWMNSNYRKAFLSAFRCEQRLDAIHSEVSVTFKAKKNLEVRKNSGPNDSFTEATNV
# MRP1 act – activates MRP-1; H69AR cells + doxorubicin, viability rescue, CellTiter-Glo; viability increase, % at 10 µM; actives 0.61% (n = 140,000); AID 799;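 active = viability gain under doxorubicin at or above a set limit, the compound median plus 3 SD, cut at about 4.7% in these data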;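 note: MRP-1 overexpressing cells given doxorubicin 25 µM after compound pretreatment; 18-22 h compound pretreatment then 72 h with doxorubicin before readout; 0% = doxorubicin-only wells and 100% = vehicle-treated cells without doxorubicin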
# GALR2 blocker – GALR2 (human) receptor antagonism; GALR2-expressing cells, antagonist mode; inhibition, % at 4 µM; actives 0.39% (n = 140,000); AID 828; in the data active = inhibition above about 27%;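 note: cells stimulated with galanin 1-16 at roughly its EC80; 0% = agonist challenge control and 100% = basal control without agonist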
# Target sequence (O43603 whole entry, looked up): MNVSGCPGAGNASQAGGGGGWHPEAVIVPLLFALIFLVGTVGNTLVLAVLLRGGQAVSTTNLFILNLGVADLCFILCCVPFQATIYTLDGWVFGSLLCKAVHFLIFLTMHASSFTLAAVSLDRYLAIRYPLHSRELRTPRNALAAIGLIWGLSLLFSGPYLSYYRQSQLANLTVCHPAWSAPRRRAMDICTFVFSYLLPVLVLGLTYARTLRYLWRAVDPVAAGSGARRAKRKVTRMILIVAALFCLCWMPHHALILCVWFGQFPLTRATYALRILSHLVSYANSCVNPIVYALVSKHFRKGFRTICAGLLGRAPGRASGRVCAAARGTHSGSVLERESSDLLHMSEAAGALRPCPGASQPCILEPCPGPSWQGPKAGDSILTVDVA
# Phagocyt inh – macrophage phagocytosis inhibition; J774A.1 macrophage IgG-bead phagocytosis, imaging; inhibition, % at 5 µM; actives 0.07% (n = 110,000); AID 1029;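 active = inhibition above the mean of the plate negative controls plus 5 SD, cut at about 13% in these data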;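 note: phagocytic index as fraction of beads internalized from green versus red external bead signal; plate controls were DMSO negative control for no effect and cytochalasin-D positive control for full effect; some results beyond the cut were filed as inactive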
# Yeast life ext – extends the lifespan of yeast; inhibition of the nicotinamide effect, % at 10 µM; S. cerevisiae growth with nicotinamide, OD615; deaD strain in restrictive glucose medium; AID 775; actives 0.68% (n = 130,000);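 active = inhibition above a set limit, placed 3 SD over the median of all compounds, cut at about 26% in these data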;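 note: 0% = nicotinamide-treated wells and 100% = cells grown without nicotinamide; some compounds called inactive have numbers as strong as hits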
#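 assay system = DeaD-strain S. cerevisiae | measured by = absorbance at 615 nm | probe or stimulus = nicotinamide 1.5 mM | buffer or medium = CSMM-D glucose medium, restrictive | times = 48 h at 30 °C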
# bCat KO growth – beta-catenin-lacking colon tumor cell growth suppression | HCT116 beta-catenin knockout viability, CellTiter-Glo, 60 h; active compounds read low | viability, % at 10 µM | actives 1.5% (n = 140,000) | AID 818;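 active = viability at or under a set limit, the compound median less 4 SD, cut at about 6% in these data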;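 note: 0% = Hyamine 1622 control at 20 µM and 100% = untreated cell control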
# Active calls of the source: *; . = not tested or not shown.
# Screens in order – PTEN del growth	MRP1 act	E-sel TNF inh	GALR2 blocker	Phagocyt inh	NPY Y2 blocker	bCat KO growth	Measles CPE	BB579 growth dn	Yeast life ext
(1) COc1ccc(C(C(=O)NC2CCCC2)N(C(=O)c2ccoc2C)c2ccc(C)c(C)c2)cc1 (stereo unspecified)
→ 66	-3.1	.	-11	-9	16	66	5	-15	4
(2) O=C(CSc1nnc(Cc2ccccc2)o1)Nc1ccc2c(c1)OCO2
→ 94	-3.7	18	-7	1	6	94	20*	-26	-10
(3) Clc1ccc(OCc2nc(-c3ccccn3)no2)c(Br)c1
→ 94	0.6	.	13	0	1	94	5	-35	-5
(4) Cc1c(NC(=O)c2ccco2)cccc1-c1nc2cccnc2s1
→ 100	-2.2	-2	3	4	1	83	15	-32	-10
(5) CCN(CC)CCOc1ncnc2c1oc1ccccc12
→ 95	-0.6	-12	-17	0	0	104	5	0	-14
(6) Cc1nc(C)c(C(=O)Nc2cccc(C)c2C)o1
→ 109	-1.9	-7	1	0	3	94	3	-15	-12
(7) CCN1CCN(C(=O)/C=C/c2c(F)cccc2Cl)CC1
→ 102	-1.8	-2	7	-2	2	97	18	-1	13
(8) CCOc1ccc(NC(=O)CSc2nnc(Cn3c(=O)sc4ccccc43)n2C)cc1
→ 102	-3.3	-11	12	.	2	92	21	-36	-3
(9) O=C(Nc1nccs1)NC1CCCCC1
→ 78	-0.7	.	-2	2	1	84	4	-30	-7
(10) CCN(Cc1ccccc1)Cc1cccc([N+](=O)[O-])c1
→ 92	-2.7	-25	-6	-2	-1	100	6	-31	-2
(11) Cc1c(Cl)c([N+](=O)[O-])nn1Cc1ccc(C(=O)Nc2ccc(Cl)cn2)o1
→ 82	0.7	.	3	0	4	90	7	-8	-4
(12) COc1ccc2c(c1)c(CC(=O)Nc1ccc(C)cc1)c(C)n2C(=O)c1ccc(Cl)cc1
→ 57	-3.5	-11	8	-1	3	63	5	-36	-10
(13) O=C(NCc1ccc(F)cc1)C(c1ccccc1)N(CC1CCCO1)C(=O)Cn1nnc2ccccc21 (stereo unspecified)
→ 82	-3.9	19	10	.	14	86	3	-10	.
(14) O=C1CCCCCN1Cc1nnc(SCc2nc3ccccc3s2)n1-c1ccccn1
→ 98	-1.5	-56	14	1	0	92	33	-42	-11
(15) CCC(COC(=O)Nc1cccc(C)c1C)NC(=O)OCC(C)C (stereo unspecified)
→ 73	-2.2	-2	-1	1	10	76	5	-58	-14
(16) CC(C)c1ccc(NC(=O)CCNS(=O)(=O)c2cccc3nsnc23)cc1
→ 110	0.6	.	-9	-2	-1	99	4	-38	-7
(17) CCc1ccc(N2C(=O)c3cc(N4CCOCC4)c([N+](=O)[O-])cc3C2=O)cc1
→ 96	-0.4	-3	-2	.	8	108	6	-25	6
(18) CCOc1ccc2ccccc2c1C(=O)Nc1cc(=O)n(C)c(=O)n1C
→ 98	-2.2	48	2	.	1	95	16	-36	-2
(19) CC(O)C1C(=O)OC2(C)CC(C)(C)NC(=S)N12 (stereo unspecified)
→ 91	0.7	29	24	.	12	97	18	-18	.
(20) CCc1ccc(-c2nn(-c3ccccc3)cc2C2SCC(=O)N2Cc2ccco2)cc1 (stereo unspecified)
→ 44	0.3	-19	-16	-2	2	54	17	-31	-4
(21) O=C(O)Cn1c(C(F)(F)F)nc2ccccc21
→ 94	-2.1	4	6	-1	0	103	22	-8	-10
(22) CN(C)S(=O)(=O)c1cccc(NC(=O)COC(=O)c2cn(-c3ccccc3)nc2-c2ccccc2)c1
→ 81	-0.3	10	-3	-2	-1	81	13	-20	4
(23) C/C(=N/NS(=O)(=O)c1ccc(C)cc1)c1ccc(NC(=O)C(F)(F)F)cc1
→ 95	-2.5	-2	2	-6	-3	101	8	-19	1
(24) CCOc1ccc(N2C(=O)CC(Sc3nc(-c4cccs4)cc(C(F)(F)F)c3C#N)C2=O)cc1 (stereo unspecified)
→ 91	0.5	24	4	.	0	93	9	-99	7
(25) Cc1cc(=O)n2ccccc2c1C#N
→ 102	-0.2	-15	-7	0	2	98	4	-16	-6
(26) O=C(/C=C/c1cccc([N+](=O)[O-])c1)N1CCN(c2ccccc2F)CC1
→ 96	-1.1	-1	-8	-7	7	95	6	-28	-4
(27) CCN1CCN(c2cc(C)c3cc(NC(=O)c4ccc(OC)c(OC)c4)ccc3n2)CC1
→ 23	-2.2	.	6	1	1	8	12	-9	-1
(28) C=CCOC(=O)CSCC(NC(=O)OC(C)(C)C)C(=O)OCC (stereo unspecified)
→ 84	-2.7	-21	-1	.	-2	99	16	-29	3
(29) Cc1cc(Cl)ccc1OCC(=O)N[C@@H](Cc1ccccc1)c1nc2ccccc2[nH]1
→ 94	-3.1	4	3	-7	0	83	6	-12	4
(30) O=C(c1ccco1)N1CCN(c2ncnc3c2nnn3Cc2ccccc2Cl)CC1
→ 70	0.8	24	3	.	4	64	5	-28	.
(31) CC(C)(C)C1(C)OC(C(=O)NC2CCCCC2)C(C(=O)NC2CCCCC2)O1 (stereo unspecified)
→ 70	-4.8	.	-2	.	3	84	32	-28	-17
(32) CC(C)c1ccc(NC(=O)C2CCCN(S(=O)(=O)c3cnc[nH]3)C2)cc1 (stereo unspecified)
→ 97	1.2	.	-11	0	-1	98	11	-11	-7
(33) Cn1c(N/N=C/c2ccccc2)nc2sc3c(c2c1=O)CCC3
→ 74	2.6	45	-15	0	0	77	3	7	-15
(34) CCC1(CC)Cc2ccccc2-c2nc(-c3ccccc3)oc(=O)c21
→ 71	-1.3	14	-1	-1	-2	83	3	-19	-27
(35) CC1(C)CC2CC(C)(CN2S(=O)(=O)c2ccc(C(=O)Nc3cc(S(=O)(=O)N4CCOCC4)ccc3Cl)cc2)C1 (stereo unspecified)
→ 90	-2.6	9	-12	-4	-2	67	1	-31	-2
(36) O=c1c(C=NCCCn2ccnc2)c(-c2ccccc2)[nH]n1-c1nc2ccccc2s1
→ 81	-1.6	-14	3	.	-1	74	15	-28	-2
(37) Cc1ccc2oc(=O)cc(/C=C/c3ccccc3)c2c1
→ 80	-0.8	.	1	3	5	83	17	-16	1
(38) COC(=O)c1cc(OC)c(OC)cc1NC(=O)c1ccc(OC)cc1
→ 97	-2.4	-27	-7	6	1	88	1	-12	-25
(39) Cn1cccc1/C=N/NC(=O)c1ccc(OC(F)(F)C(F)F)cc1
→ 78	1.2	.	11	-2	2	77	13	-38	4
(40) CCNc1nc(NCC)nc(N(C)n2cnnc2)n1
→ 96	-0.7	0	3	-2	-3	100	26	-26	-6
(41) CCOC(=O)c1ccccc1NC(=O)Cc1sc(-c2cccnc2)nc1-c1ccc(C)cc1
→ 60	-2.0	59	-4	-5	11	72	29	-24	-1
(42) Clc1ccc(-c2nc(-c3ccccn3)no2)cc1Cl
→ 88	-5.6	-14	-6	1	0	86	4	-17	-7
(43) Cc1cc(C)c(S(=O)(=O)NCC(=O)O)cc1C
→ 101	-1.0	13	2	-1	2	99	6	-4	-8
(44) Cc1nn(C)c(C)c1/C=N/NC(=O)C(C)(C)Oc1ccc(Cl)cc1
→ 109	-2.5	-23	8	.	1	101	4	-5	-21
(45) CC(=O)NC(Cc1ccccc1)C(=O)NC1CCN(C(=O)c2cnccn2)CC1 (stereo unspecified)
→ 95	-2.5	-4	-7	0	4	106	22	-10	-13
(46) CC(C)(CO)NCc1cc(Br)ccc1OCc1ccccc1
→ 60	-1.7	-11	4	.	12	55	15	15	-3
(47) Fc1cccc(Nc2cc(-n3cccn3)ncn2)c1
→ 77	0.1	6	4	.	2	82	8	-33	-19
(48) CC(=O)NC1=NN(C(C)=O)C(C)(c2ccc(C)cc2)S1 (stereo unspecified)
→ 91	0.8	-32	-4	-5	4	74	13	-33	5
(49) CCOc1cc(/C=N/O)cc(Cl)c1OC
→ 100	-1.5	7	11	.	-1	108	4	-61	-30
(50) C=CCn1c(SCC(=O)Nc2nnc(CC)s2)nnc1-c1ccco1
→ 87	-2.8	-37	0	-4	0	96	19	-32	-8
(51) CCOc1ccc(OCC)c(S(=O)(=O)N2CCC(C)CC2)c1
→ 76	-0.8	13	-21	-3	5	83	36	-13	-6
(52) CCOc1cc(CN2CCN(c3ccc(C(C)=O)cc3)CC2)ccc1OC
→ 87	-1.2	25	-18	.	-1	87	8	2	-16
(53) COc1ccc(Nc2cc(C)nc3ccccc23)cc1
→ 53	-3.6	4	-5	-1	6	53	12	-24	-1

# Source: PubChem BioAssay
